Bioassay records: PubChem BioAssay, The Scripps Research Institute Molecular Screening Center
hgDAF12 agonist = activates the H. glycines DAF-12 receptor ligand-binding domain; HEK293 GAL4-hgDAF12 UAS-luciferase reporter, agonist luminescence; normalized to butyrate control; activation, % at 6.8 µM; hit rate 1.8% among 370,000; AID 687014;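 active = activation above a cutoff set at the mean of all screened compounds plus 3 SD, cut at about 10% in these data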;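 note: 0% = DMSO wells and 100% = sodium butyrate wells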
DAX1 inh-1 = blocks DAX1 repression of SF-1 activated StAR promoter. HEK293T StAR-luciferase reporter, SF-1/DAX-1 repression relief. inhibition, % at 6.8 µM. hit rate 1.1% among 370,000. AID 652010;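 active = inhibition above the mean over all tested compounds plus 3 SD, cut at about 3.6% in these data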;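 note: 0% = DAX-1 cells with DMSO and 100% = cells lacking DAX-1 with DMSO; higher inhibition means more luminescence from relief of DAX-1 repression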
sPLA2-III inh = Inhibits HGIII-sPLA2 liposome hydrolysis, primary screen; QFRET BODIPY PC-A2 liposome hydrolysis, fluorescence; Q9NZ20; inhibition, % at 12.2 µM; hit rate 0.56% among 370,000;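 active = inhibition above mean plus 3 SD of compounds lying within the high and low control bounds, cut at about 19% in these data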;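 note: 0% = median of test compound wells and 100% = no enzyme DMSO wells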
PLCb3 inh = blocks human PLC-beta3 enzyme activity | Q01970 | Purified PLC-beta3, fluorogenic substrate, fluorescence | inhibition, % at 12.2 µM | hit rate 0.18% among 370,000 | AID 720704; in the data active = inhibition above about 11%;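 note: 0% = median of compound wells on plate and 100% = full blocker control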
Target sequence (Q01970 whole entry, looked up): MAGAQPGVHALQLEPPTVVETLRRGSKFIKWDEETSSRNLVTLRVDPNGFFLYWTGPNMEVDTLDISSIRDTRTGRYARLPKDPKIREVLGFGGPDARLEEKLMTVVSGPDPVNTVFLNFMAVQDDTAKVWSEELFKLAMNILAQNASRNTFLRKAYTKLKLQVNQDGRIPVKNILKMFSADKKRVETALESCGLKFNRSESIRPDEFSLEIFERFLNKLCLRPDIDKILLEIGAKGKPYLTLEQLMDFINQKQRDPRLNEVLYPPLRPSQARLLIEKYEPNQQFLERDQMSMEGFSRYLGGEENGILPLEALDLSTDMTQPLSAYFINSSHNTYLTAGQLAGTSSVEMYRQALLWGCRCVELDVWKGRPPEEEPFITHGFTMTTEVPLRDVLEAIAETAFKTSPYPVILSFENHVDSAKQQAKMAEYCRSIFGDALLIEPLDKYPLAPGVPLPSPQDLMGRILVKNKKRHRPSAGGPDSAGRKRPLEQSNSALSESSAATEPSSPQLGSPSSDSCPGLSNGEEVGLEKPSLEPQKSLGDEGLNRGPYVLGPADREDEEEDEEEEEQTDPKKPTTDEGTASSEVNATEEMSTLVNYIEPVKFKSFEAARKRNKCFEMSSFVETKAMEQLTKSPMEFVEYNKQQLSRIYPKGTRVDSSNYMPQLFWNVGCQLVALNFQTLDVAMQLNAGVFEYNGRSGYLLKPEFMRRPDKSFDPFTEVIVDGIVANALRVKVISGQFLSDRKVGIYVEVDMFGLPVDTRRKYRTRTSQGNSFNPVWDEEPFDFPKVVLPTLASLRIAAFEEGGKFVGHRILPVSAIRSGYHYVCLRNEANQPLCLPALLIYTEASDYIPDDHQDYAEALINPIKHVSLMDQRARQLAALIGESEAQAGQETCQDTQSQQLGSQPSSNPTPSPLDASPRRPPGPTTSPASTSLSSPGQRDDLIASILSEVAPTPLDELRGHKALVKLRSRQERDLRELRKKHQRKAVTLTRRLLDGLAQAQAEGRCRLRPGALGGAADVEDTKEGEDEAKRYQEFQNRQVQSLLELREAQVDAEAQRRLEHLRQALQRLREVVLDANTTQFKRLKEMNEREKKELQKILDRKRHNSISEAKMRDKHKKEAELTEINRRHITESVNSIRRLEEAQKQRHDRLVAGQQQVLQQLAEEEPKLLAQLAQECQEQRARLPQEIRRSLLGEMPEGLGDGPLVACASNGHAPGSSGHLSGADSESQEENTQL
ADAM17 inh = inhibitors of human ADAM17. AID 720648. hit rate 0.83% among 370,000. inhibition, % at 6.95 µM. recombinant ADAM17, EDANS/DABCYL FRET peptide cleavage;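 active = inhibition above the mean of compounds lying between control limits plus 3 SD, set per campaign, cut at about 8.5% in these data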;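 note: 0% = DMSO-only wells as the low control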
hcDAF12 agonist = activators of H. contortus DAF-12 nuclear receptor; HEK293 hcDAF-12 lit1-tk-luc reporter, luminescence; 0% DMSO, 100% Δ7-dafachronic acid; activation, % at 6.8 µM; hit rate 1.4% among 370,000; AID 652067;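 active = activation above the mean of all tested compounds plus 3 SD, cut at about 5.5% in these data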;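 note: 100% = response to 3 µM Δ7-dafachronic acid high control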
DAX1 inh-2 = inhibits human nuclear receptor DAX1. HEK293 Gal4-DAX1 luciferase reporter, luminescence. hit rate 0.99% among 340,000. AID 504766. P51843. inhibition, % at 6.75 µM;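 active = inhibition above the mean over all tested compounds plus 3 SD, cut at about 4.2% in these data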;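 note: 0% = DAX1-transfected cells with DMSO and 100% = empty-vector control cells with DMSO; inhibition shows as a rise in luminescence from relieved DAX1 repression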
GAA850 FXN act = frataxin GAA850 promoter activation | HEK293 lucGAA850 FXN promoter luciferase reporter, 24 h; percent of 10 µM SAHA response | activation, % at 6 µM | hit rate 0.56% among 360,000;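 active = activation above the average of all compounds screened plus 3 SD, cutoff fixed separately per campaign, cut at about 7.5% in these data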;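 note: 0% = DMSO wells and 100% = 10 µM SAHA wells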
PLCg1 inh = inhibitors of human phospholipase C gamma1. hit rate 0.84% among 370,000. purified PLC-gamma1, fluorogenic substrate, fluorescence. P19174. AID 720700. inhibition, % at 12.2 µM; in the data active = inhibition above about 9.5%
ssDAF12 agonist = activates DAF-12 receptor from parasite S. stercoralis; HEK293 ssDAF-12/GRIP1 lit1-tk-luc reporter, luminescence; % of 3 µM dafachronic acid response; activation, % at 6.8 µM; hit rate 1% among 370,000;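 active = activation above the mean over all tested compounds plus 3 SD, cut at about 0.9% in these data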;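 note: 0% = DMSO-only wells and 100% = 3 µM delta7-dafachronic acid wells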
ADAM10 inh = inhibitors of human ADAM10 | hit rate 0.62% among 370,000 | AID 720582 | recombinant ADAM10, EDANS/DABCYL FRET peptide cleavage, 3 h | inhibition, % at 7 µM;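 active = inhibition above a per-campaign cutoff equal to the mean of compounds falling between control-based bounds plus 3 SD, cut at about 20% in these data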;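 note: 0% = DMSO wells while the 100% control is not disclosed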
The depositor's hits bear a star; i = inactive; . = no result given.

SMILES | hgDAF12 agonist | DAX1 inh-1 | sPLA2-III inh | PLCb3 inh | ADAM17 inh | hcDAF12 agonist | DAX1 inh-2 | GAA850 FXN act | PLCg1 inh | ssDAF12 agonist | ADAM10 inh
O=C(O)Cc1ccc(-c2ccccc2-c2ccccc2)cc1 | -2.3 | -0.4 | -3 | 2 | 5 | -0.5 | 0.3 | 3.2 | 2 | -0.6 | 8
COc1ccc(-c2cn3nc(SCC(=O)NCC4CCCO4)ccc3n2)cc1 (stereo unspecified) | 14* | 13* | 1 | i | i | 5.0 | 0.5 | 2.6 | i | 0.2 | i
Nc1c(Br)cc2c(c1Br)C(O)c1ccccc1-2 (stereo unspecified) | -0.2 | 0.0 | 0 | 2 | -6 | 4.5 | 0.6 | 0.4 | 0 | -0.6 | -6
Cc1ccc(NC2OC(CO)C(O)C(O)C2O)cc1 (stereo unspecified) | -1.1 | -0.5 | -2 | 5 | -2 | -0.9 | -0.4 | 1.6 | 5 | -1.5 | -1
O=C1CC(NNc2ccccc2)C(=O)N1c1ccccc1 (stereo unspecified) | 0.2 | 1.0 | -22 | -5 | 0 | 6.3* | 1.6 | 1.8 | -2 | -0.5 | 0
CCc1ccc(NC2CC(=O)N(c3ccc(OC)cc3OC)C2=O)cc1 (stereo unspecified) | 3.3 | 0.4 | -9 | -3 | -3 | -0.9 | -0.5 | -3.4 | -1 | -1.2 | -1
CC(=O)c1sc(NC(=O)C(C)C)nc1C | 2.9 | -0.3 | 3 | 5 | 3 | -0.9 | -0.8 | 0.2 | 5 | -0.9 | 9
COc1cccc(CNS(=O)(=O)c2ccc(-n3cnnn3)c(C)c2)c1 | 3.7 | 0.5 | -2 | -4 | 0 | -1.0 | -0.6 | -0.4 | 4 | -0.9 | 10
c1ccc(Cn2c(CSc3nnnn3-c3ccccc3)nc3ccccc32)cc1 | -0.1 | -0.1 | 12 | -19 | -15 | -1.8 | -1.7 | 1.1 | -8 | -1.3 | -26
O=C(CN(c1ccccc1F)S(=O)(=O)c1ccccc1)Nc1ccc2c(c1)OCCO2 | -7.1 | -5.3 | -4 | -6 | 1 | -5.5 | -0.1 | -5.8 | -1 | -1.9 | 1
O=C(CSc1ccc2ccccc2c1Br)Nc1cccc(S(=O)(=O)NC2=NCCCCC2)c1 | 3.3 | 0.0 | -26 | -2 | 14* | -2.3 | -1.5 | 0.6 | 6 | -1.8 | 35*
O=C1CC(N2CCN(c3ccc(F)cc3)CC2)C(=O)N1Cc1cccs1 (stereo unspecified) | 1.3 | 0.3 | -6 | 1 | 1 | 0.1 | 0.8 | 2.1 | 3 | -0.6 | 1
CCc1ccccc1N1CC23C=CC(O2)C(C(=O)OCC(C)C)C3C1=O (stereo unspecified) | 1.0 | 0.4 | 2 | 2 | 1 | 0.5 | 3.9 | 0.7 | 2 | -0.2 | -10
COc1ccc(CCNC(=O)CCN2C(=O)COc3ccc(C)cc32)cc1OC | 2.0 | -0.7 | 2 | 2 | -2 | -1.8 | -0.2 | 1.5 | 2 | -1.5 | 4
Cc1ccc(C(=O)NCC(=O)Nc2ccncc2)cc1 | -0.7 | -1.4 | -1 | -2 | -2 | -0.5 | 0.9 | 0.0 | 0 | -1.2 | -6
Cc1cc(C)n2nc(SCC(=O)N/N=C/c3ccccn3)nc2n1 | -1.5 | -0.1 | 1 | 6 | 2 | -1.1 | -0.2 | 0.6 | 2 | -0.8 | -8
CC(C)c1cc(C(=O)N(C2CCCCC2)C2CCCCC2)no1 | 3.7 | -0.9 | 3 | 1 | -5 | -0.9 | . | . | 0 | -0.4 | -9
COc1ccc(OC)c(/C=c2\sc3nc(-c4cccs4)nn3c2=O)c1 | 1.7 | 0.5 | -5 | -23 | -7 | 1.3 | 1.6 | 0.2 | -21 | -0.5 | -11
CSc1nc(N)nc2c1ncn2CC(=O)N[C@H](C)c1cccc2ccccc12 | -5.3 | 0.8 | 12 | -4 | -5 | -0.1 | -1.0 | -0.6 | -1 | -0.6 | -20
C=C(C)C1CCC2(C(=O)O)CCC3(C)C(CCC4C5(C)C(C=O)C(O)C(C)(C)C5CCC43C)C12 (stereo unspecified) | -2.5 | 0.6 | -7 | 0 | 1 | -0.6 | 0.4 | 0.1 | 0 | -1.2 | -13
Nc1ccccc1C(=O)NN=Cc1cccc([N+](=O)[O-])c1 | 25* | 4.3* | -4 | -49 | -22 | 2.7 | . | . | -36 | 0.5 | -71
O=C(NC1CCCCC1)C(c1ccc(F)cc1)N(Cc1ccco1)C(=O)c1ccccn1 (stereo unspecified) | -2.4 | 0.0 | 2 | -1 | -4 | 0.1 | 2.0 | 3.5 | 2 | -1.2 | -1
CC(C)OCCCNC(=O)CCC(=O)NNc1nc2ccccc2c2nc(-c3ccccc3)nn12 | 1.8 | 0.5 | 9 | -1 | -4 | 2.5 | -1.0 | 2.8 | 0 | -0.8 | -8
COc1cc(C#Cc2ccc3cc(C(C)(C)O)oc(=O)c3c2)cc(OC)c1 | 2.5 | 0.0 | -12 | -16 | -6 | -1.8 | 1.4 | 4.8 | -10 | -1.4 | -42
COC(=O)C1CCc2c(ccc3c2CCCC3)C1=O (stereo unspecified) | 5.7 | 4.3* | -26 | -6 | 3 | 1.1 | 4.4* | 3.9 | -3 | -0.8 | 1
CCOC(=O)C1=CCN(S(=O)(=O)c2cccc(Cl)c2)C1c1ccc(F)cc1 (stereo unspecified) | 1.5 | 0.3 | -8 | 1 | 2 | -0.7 | . | . | 1 | -1.6 | 0
Nc1nc(SCC(=O)NCCC(c2ccccc2)c2ccccc2)n[nH]1 | 0.0 | 0.9 | 2 | 1 | 0 | 0.6 | -0.4 | -1.9 | 4 | -1.8 | -1
O=C(NC1CCCCC1)C(c1cccc2ccccc12)n1c(=O)c(-c2cc3ccccc3[nH]2)nc2ccccc21 (stereo unspecified) | 2.1 | 0.5 | 5 | i | -105 | 4.2 | . | . | i | 0.2 | -406
CCN1CCN(CCc2nc3cc([N+](=O)[O-])ccc3n2C)CC1 | -1.2 | 0.1 | -1 | -3 | 1 | 1.4 | -0.6 | 1.4 | 12* | -0.4 | 14
COc1ccccc1CNC(=O)COc1ccc(Br)c(C)c1 | -1.1 | 0.3 | 2 | -1 | 5 | -2.5 | -0.8 | 2.5 | 8 | -1.5 | 9

Reformatted: results already given.
Second line of a record: hgDAF12 agonist	DAX1 inh-1	sPLA2-III inh	PLCb3 inh	ADAM17 inh	hcDAF12 agonist	DAX1 inh-2	GAA850 FXN act	PLCg1 inh	ssDAF12 agonist	ADAM10 inh
- CCOC(=O)C1=CCN(S(=O)(=O)c2cccc(Cl)c2)C1c1ccc(F)cc1 (stereo unspecified)
  1.5	0.3	-8	1	2	-0.7	.	.	1	-1.6	0
- CC(=O)c1sc(NC(=O)C(C)C)nc1C
  2.9	-0.3	3	5	3	-0.9	-0.8	0.2	5	-0.9	9

More results:
SMILES | hgDAF12 agonist | DAX1 inh-1 | sPLA2-III inh | PLCb3 inh | ADAM17 inh | hcDAF12 agonist | DAX1 inh-2 | GAA850 FXN act | PLCg1 inh | ssDAF12 agonist | ADAM10 inh
Cc1onc(-c2ccccc2)c1C(=O)Nc1nnc(N(C)Cc2ccccc2)s1 | -1.9 | -0.8 | 1 | -2 | -2 | -0.3 | -1.6 | -2.1 | -2 | -0.6 | -14
Cc1ccc(C(=O)Nc2nnc(S(=O)(=O)N3CCN(c4ccc(F)cc4)CC3)s2)cc1 | 1.2 | -0.7 | 8 | -8 | 4 | 0.5 | 1.4 | 2.7 | 2 | -1.2 | -13
COc1cc(C=NNc2ccc(S(=O)(=O)Nc3ccccc3C(=O)O)cc2[N+](=O)[O-])ccc1O | -1.9 | 0.7 | -20 | 1 | 5 | -0.7 | -0.3 | 0.3 | -45 | -1.1 | 12
COc1cccc(NC(=O)COC(=O)CC(NC(N)=O)c2ccc(Cl)cc2)c1 (stereo unspecified) | -0.2 | 0.4 | -8 | -7 | -5 | -2.4 | -0.9 | 1.1 | 3 | -1.4 | -5
O=C(Nc1ncccc1Cl)c1ccccc1F | 3.7 | -0.1 | 8 | 0 | -4 | 0.3 | 0.3 | 0.3 | 1 | -0.9 | -8
CN=C1S/C(=C\c2ccc(N3CCOCC3)c(F)c2)C(=O)N1C | 1.8 | -0.4 | 0 | -38 | -4 | -1.9 | 0.0 | 4.1 | -33 | -1.0 | -8
Cc1ccccc1C(=O)NCCCNC(=O)c1cnccn1 | 1.2 | 0.2 | 0 | -6 | -2 | -3.0 | -1.3 | 2.2 | 1 | -1.1 | -5
O=C(Cc1ccccn1)c1ccncc1 | 5.0 | -0.3 | 13 | -8 | -5 | -1.6 | 0.5 | -1.1 | -9 | -1.0 | -23
CC(C)Oc1ccc(CCc2n[nH]c(=S)n2-c2ccccc2)cc1 | 0.9 | -1.3 | 11 | 0 | 3 | -2.2 | 4.3* | 3.1 | 1 | -0.3 | 3
Cc1ccc(Oc2ccc(-c3nc(N)nc(N)n3)cc2)cc1C | -0.9 | -0.3 | -19 | 1 | 5 | 2.5 | -1.2 | 5.5 | 0 | -2.3 | 20*
N=C1S/C(=C\c2ccc(-c3ccccc3C(=O)O)o2)C(=O)N1c1ccc2c(c1)OCO2 | 2.6 | -0.5 | -10 | -18 | -1 | 0.3 | -0.6 | -1.2 | -19 | -1.1 | 5
O=C1NC(Cc2ccccc2)c2nc3cc(F)ccc3c(=O)n2-c2ccc(Cl)cc21 (stereo unspecified) | 2.6 | 0.0 | -8 | 2 | -5 | -0.2 | . | . | -1 | -0.9 | -4
Cc1nc2ccccc2c2oc(C(=O)NCCCN3CCC(C)CC3)cc12 | 2.5 | 1.6 | 6 | -1 | 0 | 1.7 | 3.5 | -2.0 | 4 | -0.3 | -15
COc1ccccc1C(=O)NNC(=O)C(=O)Nc1ccc(C)c(Cl)c1 | 0.9 | -0.1 | -2 | -14 | -6 | 2.7 | 0.6 | -1.0 | -4 | 0.2 | -23
CC(C)c1cc(=O)[nH]c(SCC(=O)NC2CCCC2)n1 | -1.9 | 1.1 | 0 | -10 | -3 | -0.3 | 0.1 | -0.4 | 0 | -0.8 | -10
Cc1ccc(C)c(OCC(=O)NC(Cc2c[nH]c3ccccc23)C(=O)O)c1 (stereo unspecified) | -0.9 | 0.7 | -70 | -5 | -2 | 0.8 | -0.2 | 2.3 | -1 | -0.9 | -8

Profiles as entered above. Order of values: hgDAF12 agonist | DAX1 inh-1 | sPLA2-III inh | PLCb3 inh | ADAM17 inh | hcDAF12 agonist | DAX1 inh-2 | GAA850 FXN act | PLCg1 inh | ssDAF12 agonist | ADAM10 inh
Results for Cc1ccc(Oc2ccc(-c3nc(N)nc(N)n3)cc2)cc1C : -0.9 | -0.3 | -19 | 1 | 5 | 2.5 | -1.2 | 5.5 | 0 | -2.3 | 20*
Results for COc1ccc(CCNC(=O)CCN2C(=O)COc3ccc(C)cc32)cc1OC : 2.0 | -0.7 | 2 | 2 | -2 | -1.8 | -0.2 | 1.5 | 2 | -1.5 | 4
Results for Nc1ccccc1C(=O)NN=Cc1cccc([N+](=O)[O-])c1 : 25* | 4.3* | -4 | -49 | -22 | 2.7 | . | . | -36 | 0.5 | -71

Hits appear at their usual frequency, and some 6.9% of all compounds hit somewhere here.
